BRCA1 expr act: qHTS Assay to Identify Small Molecule Activators of BRCA1 Expression; MCF7-BRCA1-FFLuc reporter, luminescence, 48 h; response scale: scaled: vehicle 0%, 10 µM genistein 100%; 380,000 tested, 1.1% active; Potency, µM (series often up to 46.1 µM), for inactives: at the highest dose activation, hits mostly activators; further: nearly all actives have a fitted effect of over 80% in size; some results filed as inactive show a strong effect at the top dose
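Reporter cells (MCF7, BRCA1 promoter-firefly luciferase) received library compounds across a concentration series for 48 h. End-point luminescence was measured and concentration-effect curves derived after normalization.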
FLuc counter: qHTS profiling assay for firefly luciferase inhibitor/activator using purifed enzyme and Km concentrations of substrates (counterscreen for miR-21 project); Luciferin 4-monooxygenase (Photinus pyralis), P08659; purified FLuc, Km substrates, luminescence inhibition; Potency, µM (highest dose often 57.5 µM), inactives show at the top dose activity change, negative = inhibition, usual class: inhibitors; 360,000 tested, 6.9% active;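 further: plate controls were vehicle for no effect and reference inhibitor for full effect; nearly all actives have a fitted effect of over 55% in size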
Target sequence (P08659 whole entry, looked up): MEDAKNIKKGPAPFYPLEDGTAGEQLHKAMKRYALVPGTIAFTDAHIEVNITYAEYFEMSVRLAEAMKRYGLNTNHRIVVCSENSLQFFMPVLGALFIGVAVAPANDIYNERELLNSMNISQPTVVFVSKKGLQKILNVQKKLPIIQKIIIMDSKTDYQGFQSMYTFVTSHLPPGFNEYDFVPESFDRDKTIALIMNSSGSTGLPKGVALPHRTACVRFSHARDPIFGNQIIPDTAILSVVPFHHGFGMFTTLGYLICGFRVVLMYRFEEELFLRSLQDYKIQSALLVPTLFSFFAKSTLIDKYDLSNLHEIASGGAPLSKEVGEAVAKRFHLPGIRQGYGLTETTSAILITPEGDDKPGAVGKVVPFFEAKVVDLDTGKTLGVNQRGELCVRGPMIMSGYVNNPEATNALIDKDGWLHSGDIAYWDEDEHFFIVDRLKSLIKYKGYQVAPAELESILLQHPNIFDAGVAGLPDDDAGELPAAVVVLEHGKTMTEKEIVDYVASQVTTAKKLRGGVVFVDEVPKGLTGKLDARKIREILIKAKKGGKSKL
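Purified P. pyralis luciferase, 10 nM final, with Km-level 10 uM D-luciferin and 10 uM ATP in 50 mM Tris acetate pH 7.5, 10 mM Mg acetate, 0.01% Tween-20, 0.05% BSA; 6-point qHTS titration about 60 µM downward; luminescence read.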
* hit, by the source's call; u = inconclusive. The call rests on the fitted dose curve; in most records, active means well fitted curve in the direction sought with a large enough effect; inconclusive means small, poorly fitted or top-dose-only effect, or another doubt; inactive means no such curve, though single readings can be large; an effect the other way counts as inactive or inconclusive. Potency means the concentration at half of the fitted maximal effect. This is a subset. The share of hits here may be higher or lower than overall.

SMILES | BRCA1 expr act | FLuc counter
CCCCCNC(=O)c1ccc2c(=O)n(CCc3ccccc3)c(=O)[nH]c2c1 | 5.7% | 2.1%
CCc1ccccc1Nc1nn2c(=O)c3ccc(C(=O)NC(C)c4ccccc4)cc3nc2s1 (centres undefined) | -47.0% | -3.3%
Cc1cccc(N(CC(=O)NCCSc2ccc(Cl)cc2)S(C)(=O)=O)c1C | 0.0% | -17.5%
CCc1ccc(OC(C)C(=O)Nc2c(C(=O)c3ccccc3)oc3ccccc23)cc1 (centres undefined) | -9.2% | -1.7%
COc1ccc(NC(=O)C2CCCN(S(=O)(=O)c3ccc4c(c3)CCCC(=O)N4)C2)cc1OC (centres undefined) | -15.3% | -6.1%
O=C(Cn1c(=O)c2ccccc2n(CC(=O)Nc2ccc(F)cc2F)c1=O)NCCc1ccccc1 | 1.2% | -6.6%
Cc1ccccc1Cn1c(=O)n(Cc2ccco2)c(=O)c2sc3ccccc3c21 | 1.4% | -18.0%
COc1nnc(-c2ccc(N3CCCCC3)c(NC(=O)c3ccc(Cl)cc3)c2)c2ccccc12 | 8.9% | -4.7%
COc1ccccc1CC(=O)Nc1ccc2nc(Nc3cccc(Cl)c3)cc(C)c2c1 | -30.2% | -0.6%
CCc1ccccc1-n1c(N)c(C(=O)OC)c2nc3ccccc3nc21 | -12.4% | -3.7%
Clc1ccc(-c2noc3ncnc(NCCc4ccccc4)c23)cc1 | -19.2% | u
COc1ccc(NC(=O)c2ccc3snnc3c2)cc1OC | 21.1% | -16.7%
COc1ccc(C2CC(=O)N(Cc3cccc(F)c3)c3ccccc3S2)cc1 (centres undefined) | -27.6% | -17.4%
COc1cccc(NC(=O)CN(C)S(=O)(=O)c2cccs2)c1 | 15.9% | u
O=C(CSc1nc2c([nH]c3ccccc32)c(=O)n1-c1cccc(Cl)c1)N1CCCC1 | -11.5% | 3.3%
CSc1nc2c([nH]c3ccccc32)c(=O)n1-c1ccc(C)cc1 | 2.0% | -7.0%
COc1cc(-c2nnc(SCC(=O)N(C)C3CCCCC3)o2)cc(OC)c1OC | -21.4% | u
CCOc1ccc(C(=O)NCCc2csc(-c3cccnc3)n2)cc1 | 29.8% | 21.3µM*
CCOc1ccc(C(=O)c2oc3ccccc3c2NC(=O)c2cc(-c3ccc(C)cc3)on2)cc1 | 0.0% | 5.5%
O=C(CN1C(=O)COc2ccc(S(=O)(=O)N3CCCC3)cc21)N1CCN(c2ccccc2F)CC1 | -9.9% | -1.6%

Brought forward from above: 4 entries, then new ones.
SMILES | BRCA1 expr act | FLuc counter
COc1cc(-c2nnc(SCC(=O)N(C)C3CCCCC3)o2)cc(OC)c1OC | -21.4% | u
CCOc1ccc(C(=O)NCCc2csc(-c3cccnc3)n2)cc1 | 29.8% | 21.3µM*
CCOc1ccc(C(=O)c2oc3ccccc3c2NC(=O)c2cc(-c3ccc(C)cc3)on2)cc1 | 0.0% | 5.5%
O=C(CN1C(=O)COc2ccc(S(=O)(=O)N3CCCC3)cc21)N1CCN(c2ccccc2F)CC1 | -9.9% | -1.6%
Cc1ccc(C)c(Cn2c(C3CC(=O)N(c4ccccc4C)C3)nc3ccccc32)c1 (centres undefined) | -4.2% | -5.4%
CC(C)Oc1ccc(C(=O)N(Cc2ccco2)c2ccccn2)cc1 | 0.0% | -6.9%
N#Cc1nc(/C=C/c2ccc(F)cc2)oc1NCc1ccc(F)cc1 | 4.7% | -12.8%
COc1cccc(CNC(=O)Cn2c(=O)ccc3cc(S(=O)(=O)N4CCCC4)ccc32)c1 | 11.9% | -2.1%
COC(=O)c1cnc(N2CCN(c3ccccc3OC)CC2)c2ccccc12 | -18.0% | 2.9%
CCOc1ccc(NC(=O)CN(c2ccc(C)cc2)S(=O)(=O)c2cccs2)cc1 | -7.9% | 0.9%
COc1ccc(NC(=O)C2=C(C)Nc3nc(SCc4ccc(C)cc4C)nn3C2c2cccc(OC)c2OC)cc1 (centres undefined) | -3.6% | 2.8%
O=C(Nc1c(C(=O)c2ccccc2)oc2ccccc12)c1ccc(F)cc1 | 4.0% | -1.0%
O=C(c1cnn(-c2ccc(F)cc2)c1-n1cccc1)N1CCN(c2ccc(F)cc2)CC1 | -11.3% | -10.0%
Cc1ccc(CCNC(=O)CN2CCN(Cc3ccc(Cl)cc3)C2=O)cc1 | 2.6% | 2.4%
CCc1ccccc1NC(=O)CN(c1cc(C(F)(F)F)ccc1Cl)S(=O)(=O)c1ccccc1 | -53.6% | -5.7%
COc1ccc(Nc2ncnc3sc4c(c23)CCCC4)cc1 | -8.5% | u
O=C(Nc1cccc(-c2nc3cc(Cl)ccc3o2)c1)c1ccc(F)cc1 | -16.4% | -0.7%
COc1ccccc1NC(=O)Cn1c(=O)oc2cc(S(=O)(=O)NCc3ccccc3)ccc21 | 0.0% | 3.9%
COCc1cc(C)nc2c1C(=O)NC(c1ccc(Br)cc1)N2Cc1ccccc1 (centres undefined) | 1.8% | -3.2%
COc1ccc(C(=O)Nc2nc(-c3nnn(-c4ccc(F)cc4F)c3C)ns2)cc1 | 0.0% | -5.4%
CC1=C(C(=O)Nc2ccccc2C)C(c2ccncc2)n2nc(SCc3ccccc3)nc2N1 (centres undefined) | -3.3% | 2.2%
CC1=C(C(=O)Nc2ccc(C)cc2C)C(c2ccccc2C)n2ncnc2N1 (centres undefined) | -4.1% | -0.8%
Cc1cc(N2CCCCC2)nc2ccc(NC(=O)c3ccc(F)cc3)cc12 | -24.5% | -16.9%
CCn1ccc2cc(S(=O)(=O)N3CCCN(C(=O)Nc4ccc(C)c(F)c4)CC3)ccc21 | -35.5% | -14.2%
CCc1ccccc1NC(=O)Cn1c(=O)n(-c2cccc(C)c2)c(=O)c2c1c1cc(OC)ccc1n2C | -19.0% | -1.2%
Cc1ccc(N2CCN(C(=O)c3cn(C)c4ccc(S(=O)(=O)N(C)C)cc4c3=O)CC2C)cc1 (centres undefined) | -8.8% | -3.9%
CCOc1ccccc1CNC(=O)C1CCN(c2nc3ccccc3nc2C(F)(F)F)CC1 | 25.4% | -2.3%
CC(C)C[C@H](N)c1nnc(SCc2ccc(Cl)cc2Cl)o1 | 0.0% | -8.2%
Cc1ccc(/C=C/c2onc(C)c2S(=O)(=O)N2CCC(C(=O)NCc3ccco3)CC2)cc1 | -0.9% | -6.4%
COc1ccccc1CNC(=O)Cn1c(=O)ccc2cc(S(=O)(=O)N3CCC(C)CC3)ccc21 | -18.2% | 2.0%
Cc1ccc(Cn2c(C(=O)O)c(CNC3CCCC3)c3ccc(C)cc32)cc1 | -0.1% | -0.2%
COc1ccc(S(=O)(=O)c2nnn(-c3ccccc3F)c2C)cc1 | 2.8% | -8.7%
CCc1cccc(NC(=O)Cn2c(=O)n(CC3CCC(C(=O)NCCc4ccccc4)CC3)c(=O)c3ccccc32)c1 (centres undefined) | 2.9% | -5.7%
COC(=O)c1ccc(OCC2c3cc(OC)c(OC)cc3CCN2C(=O)Cc2ccc(OC)c(OC)c2)cc1 (centres undefined) | -13.4% | -4.7%
CCc1cccc(NC(=O)Cn2nc(-c3cc(C)ccc3C)ccc2=O)c1 | -3.9% | -15.1%
COc1ccc2c(c1)c1c(c(=O)n(-c3ccccc3)c(=O)n1CC(=O)Nc1ccc(F)cc1)n2C | 0.2% | 0.6%
O=C(Nc1cc(-c2nc3cc(Cl)ccc3o2)ccc1Cl)c1ccco1 | -15.3% | u
CCn1c(=O)n(-c2ccc(C)c(F)c2)c(=O)c2sc3ccccc3c21 | 12.2% | 0.0%
CCc1ccc(-n2c(-c3ccccc3)c(C)n3c4c(=O)n(C)c(=O)n(C)c4nc23)cc1 | 22.5% | -5.9%
CCn1c(SCC(=O)Nc2ccccc2)nc2c([nH]c3ccccc32)c1=O | -22.8% | -1.4%
CCn1cc2nc(SCc3cc(C)ccc3C)n(CCc3ccccc3)c(=O)c2n1 | -19.1% | 4.7%
COc1ccc(NC(=O)C2CCCN(S(=O)(=O)c3cccc4nonc34)C2)cc1Cl (centres undefined) | 4.4% | 2.6%
CC1=C(C(=O)OC2CCCCCC2)C(c2ccc(Cl)cc2Cl)CC(=O)N1 (centres undefined) | 10.0% | -2.6%
CCOC(=O)c1ccc(N2C(=O)c3n[nH]c(C)c3C2c2ccc(O)c(OC)c2)cc1 (centres undefined) | -36.4% | 6.1%
COc1cccc(NC(=O)Cn2c(=O)n(-c3ccccc3)c(=O)c3ccc(C(=O)NCc4ccc5c(c4)OCO5)cc32)c1 | -9.0% | -0.8%
Cc1ccc(-n2c(=O)c3sc4ccccc4c3n(C)c2=O)cc1F | 5.0% | -0.9%
CCn1cc2nc(SCc3cccc(Cl)c3)n(Cc3ccc(C)cc3)c(=O)c2n1 | 19.6% | 0.2%
CCOC(=O)C1=C(CN2CCN(c3cc(C)ccc3C)CC2)NC(=O)NC1c1ccccc1 (centres undefined) | -70.9% | 1.7%
Cc1ccc(-c2cc(-c3ccc4c(c3)NC(=O)CO4)nc3c2COc2ccc(C)cc2-3)cc1 | 6.9% | u
Cc1cc(C)c(NC(=O)Cn2c(=O)n(CC(=O)NCCc3ccccc3)c(=O)c3ccccc32)c(C)c1 | 12.2% | 1.0%
CC1=C(C(=O)Nc2ccccc2)C(c2ccncc2)n2nc(SCc3ccccc3)nc2N1 (centres undefined) | 1.6% | 0.1%
CCc1ccc(-n2c(=O)c3ccccc3n(Cc3ccccc3C#N)c2=O)cc1 | 5.9% | 2.0%
CC(C)(Oc1ccc(Br)cc1)C(=O)Nc1cc(-c2nc3ccccc3[nH]2)ccc1Cl | 1.2% | -12.4%
COc1ccccc1CNC(=O)CN1C(=O)COc2ccc(S(=O)(=O)Nc3ccccc3)cc21 | 12.7% | -18.2%
Cc1nn2c(-c3ccco3)ccnc2c1-c1ccc(F)cc1 | 5.9% | u
Cc1ccc(NC(=O)CSc2nnc(-c3nnn(-c4ccc(F)cc4)c3C)o2)cc1Br | 6.9% | u
COc1ccccc1C(=O)Nc1ccc(OCc2cc(=O)n3ccsc3n2)cc1 | 8.0% | 3.9%
Cc1oc2ncn(C)c(=O)c2c1C(=O)NCc1ccccc1 | -7.5% | -6.2%
CC1=C(C(=O)OCc2ccc(C)cc2)C(c2c(Cl)cccc2Cl)CC(=O)N1 (centres undefined) | 13.0% | -1.6%
Cc1ccc(N2C(=O)CSC23C(=O)N(CC(=O)NC2CCCCC2)c2ccccc23)cc1 (centres undefined) | 7.4% | -3.5%
O=C(NCCCN1CCN(c2ccccc2F)CC1)c1ccc2nc(N3CCCCC3)sc2c1 | 16.2% | u
COc1ccc(OC)c(CNC(=O)Nc2cn(CC(C)C)c(=O)c3ccccc23)c1 | -9.9% | -7.8%
CCCSc1nc2sc3c(c2c(=O)n1-c1cccc(Br)c1)CC(C)(C)OC3 | -8.6% | 0.9%
COc1ccc(S(=O)(=O)n2nc(C)c(S(=O)(=O)N3CCCCCC3)c2C)cc1C | 9.6% | -17.6%
Going on with the list:
SMILES | BRCA1 expr act | FLuc counter
Cc1ccc(CNC(=O)c2c(O)nc3cc(C)ccn3c2=O)cc1 | 1.4% | 1.2%
Cc1ccc(CCNC(=O)c2cc3c(-c4ccccc4F)nn(C)c3s2)cc1 | -17.7% | -13.4%
CCOc1ccc(CC(=O)Nc2nnc3n2CCS3)cc1 | 7.6% | -0.2%
CC1=C(C(=O)Nc2cc(Cl)ccc2C)C(c2ccccc2F)n2ncnc2N1 (centres undefined) | -4.4% | 5.0%
COc1ccc(CC(=O)Nc2ccc3nc(Nc4cccc(Cl)c4)cc(C)c3c2)cc1 | -67.2% | -1.5%
Cc1ccc(S(=O)(=O)c2cnc(SCC(=O)Nc3cc(C)cc(C)c3)nc2N)cc1 | -31.4% | -9.4%
COc1cc(C)ccc1OCCSc1nc2ccc(NC(=O)c3ccc(C)cc3)cc2s1 | -0.3% | -15.1%
CC(=O)N1CCc2c(sc3c2c(=O)n(-c2ccc(C)cc2)c(=O)n3CC(=O)Nc2ccccc2)C1 | -7.2% | -10.3%
Cc1ccc(C)c(N2CCN(C(=O)c3ccc4c(c3)N(Cc3ccc(F)cc3)C(=O)c3ccccc3S4=O)CC2)c1 (centres undefined) | 2.6% | 4.6%
Cc1ccccc1OCCSc1nc2ccc(NC(=O)c3cccs3)cc2s1 | -6.4% | -4.8%
COc1cc(OC)c(NC(=O)Cn2c(=O)nc(-c3ccccc3)c3ccccc32)cc1Cl | 3.2% | -9.5%
COc1cc(CNCCSc2nnnn2C)cc(Cl)c1OCc1ccccc1 | -26.8% | -9.6%
COc1ccc(Cn2c(=O)c3cccnc3n(CC(=O)Nc3ccc(C)c(F)c3)c2=O)cc1 | 0.0% | -8.6%
O=C(COc1ccccc1F)Nc1ccc2nc(SCc3ccccc3)sc2c1 | 0.0% | -11.9%
O=C(Cn1nnc(-c2ccc(Cl)cc2)n1)NCc1ccc(F)cc1 | 13.1% | 1.6%

In the list so far, four contain bromine:
SMILES | BRCA1 expr act | FLuc counter
COCc1cc(C)nc2c1C(=O)NC(c1ccc(Br)cc1)N2Cc1ccccc1 (centres undefined) | 1.8% | -3.2%
CC(C)(Oc1ccc(Br)cc1)C(=O)Nc1cc(-c2nc3ccccc3[nH]2)ccc1Cl | 1.2% | -12.4%
Cc1ccc(NC(=O)CSc2nnc(-c3nnn(-c4ccc(F)cc4)c3C)o2)cc1Br | 6.9% | u
CCCSc1nc2sc3c(c2c(=O)n1-c1cccc(Br)c1)CC(C)(C)OC3 | -8.6% | 0.9%
